PMK inhibit = S. pneumoniae PMK inhibitors, primary screen, biochemical, mevalonate pathway, pilot trial included | phosphomevalonate kinase (Streptococcus pneumoniae D39) | purified PMK, PK/LDH-coupled NADH absorbance 340 nm | inhibition, % at 10 µM | 65,000 compounds, 0.49% hits;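 active means top-ranked compounds by inhibition in the single 10 µM screen, taking a fixed number of the strongest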;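 further: 0% = full reaction with DMSO carrier and 100% = background rate without enzyme reaction; no value below 0 was filed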
Bfl-1 inhibitors = Bfl-1 inhibitors, primary screen, biochemical, fluorescence polarization, FITC-Bid, mouse (AID 432); Bcl-2-related protein A1 (Mus musculus); FITC-Bid BH3 peptide fluorescence polarization displacement; higher % means a stronger effect; one-dose displacement, % at 20 µM; IC50 in µM for titrated hits; 64,000 compounds, 0.02% hits; in the data active means a potency from the dose series; inactive means the rest, 99 in 100 with displacement below about 15%; further: strong numbers were not always called active
HT1080 cytotoxicity = cytotoxicity in HT1080 fibrosarcoma cells, cell-based, fluorescence readout (AID 620); HT1080 viability, fluorescence; higher % means a stronger effect; cytotoxicity, % at 10 µM, or EC50 in µM where a hit was titrated; 87,000 compounds, 0.42% hits;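 further: cells exposed to compound overnight then 4 h with Alamar Blue; 0% = vehicle DMSO and 100% = killing control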
HPDE-C7 cytotoxicity = cytotoxicity in HPDE-C7 cells, cell-based, fluorescence, HTS (AID 430); HPDE-C7 pancreatic duct cells viability, fluorescence; higher % means a stronger effect; cytotoxicity, % at 10 µM; hits with a dose series show EC50 in µM; 63,000 compounds, 1.8% hits;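 further: cells exposed to compound for 48 hours before viability readout; 0% = vehicle and 100% = reference cytotoxic drug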
TNAP inhibition = human TNAP enzyme inhibitors, biochemical, luminescent (AID 518) | one-dose inhibition, % at 20 µM; IC50 in µM for titrated hits | 64,000 compounds, 0.09% hits | Alkaline phosphatase, tissue-nonspecific isozyme (Homo sapiens) | purified TNAP enzyme, luminescent substrate readout; higher % means a stronger effect; in the data active means a potency from the dose series; inactive means the rest, 99 in 100 with inhibition below about 22%;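 further: plate controls were vehicle for no effect and reference inhibitor for full effect; many of its hits are not listed in these tables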
LYP phosphatase = LYP phosphatase inhibitors, primary screen, biochemical, DiFMUP fluorescence, recombinant catalytic domain, 10 µM (AID 606) | Tyrosine-protein phosphatase non-receptor type 22 (Homo sapiens) | one-dose inhibition, % at 10 µM; IC50 in µM for titrated hits | recombinant LYP catalytic domain, DiFMUP fluorescence; higher % means a stronger effect | 52,000 tested, under 10 active;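 active means IC50 under 40 µM in the dose-response test; inactive means IC50 of 40 µM or more, or never dose-tested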
KRASV12 cytotoxicity = cytotoxicity in KRAS-transformed pancreatic duct cells, primary screen, cell-based, fluorescence, HTS (AID 431); HPDE-C7K KRASV12 cells, Alamar Blue viability, 48 h; higher % means a stronger effect; cytotoxicity, % at 10 µM; hits with a dose series show EC50 in µM; 63,000 compounds, 1.7% hits;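 active means compounds whose percent cytotoxicity in the single-dose primary screen, scaled between solvent and toxic-drug controls, exceeds 50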;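 further: 0% = DMSO solvent wells and 100% = doxorubicin-treated wells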
Spn MK inh = S. pneumoniae MK inhibitors, primary screen, biochemical, PK/LDH-coupled NADH absorbance; mevalonate kinase [Streptococcus pneumoniae D39]; 65,000 compounds, 0.48% hits; purified MK, PK/LDH-coupled NADH absorbance 340 nm; inhibition, % at 10 µM; AID 555, 2006;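 active means ranked among the strongest by inhibition in the single 10 µM screen, a fixed top-ranked set picked for dose follow-up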; further: no value below 0 was filed
DPM-DC inhibit = S. pneumoniae DPM-DC inhibitors, primary screen, biochemical, PK/LDH-coupled NADH fluorescence. purified DPM-DC. calls only at 10 µM. 65,000 compounds, 0.49% hits. AID 556, 2006;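 active means the 320 compounds with the highest percent inhibition in the single-dose primary screen, excluding strongly autofluorescent ones, cut at about 32% in these data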;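 further: kinetic rate of NADH fluorescence loss reporting ADP formed by the decarboxylase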
PMK inhibit pilot replicates = second read-out of PMK inhibit, no call of its own (marks repeat the call); inhibition, %; measured here: pilot screen replicates
Spn MK inh pilot replicates = further read-out of Spn MK inh, marked with its call; inhibition, %; measured here: pilot screen replicates
DPM-DC inhibit pilot screen % = recorded beside DPM-DC inhibit, whose call it bears; inhibition, %; measured here: pilot screen trials
* hit, by the source's call; i = inactive; · = not tested or not shown. Unless noted, no stated cut-off is given here; in the data, active means cytotoxicity above about 50%; inactive means the rest.

SMILES	PMK inhibit	Bfl-1 inhibitors	HT1080 cytotoxicity	HPDE-C7 cytotoxicity	TNAP inhibition	LYP phosphatase	KRASV12 cytotoxicity	Spn MK inh	DPM-DC inhibit	others
COc1cccc2c1OC1(C)CC2NC(=O)N1c1cccc(C(=O)N2CCN(c3ccccn3)CC2)c1 (stereo not given)	18	-5%	·	-11%	3%	4%	-3%	0	i
COc1ccc(CCNC2=NCCS2)cc1	13	4%	4%	9%	11%	1%	2%	5	i
CC(OC(=O)c1cc2sccc2n1C)C(=O)NCCc1ccccc1 (stereo not given)	14	-1%	-4%	-6%	17%	10%	-6%	8	i
O=C(C1CCN(S(=O)(=O)N2CCC3(CC2)OCCO3)CC1)N1CCc2ccccc2C1	19	-4%	·	-15%	2%	12%	-3%	1	i
COc1cccc(C2=NOC(C(=O)NCc3ccco3)C2)c1 (stereo not given)	2	-2%	1%	41%	4%	7%	10%	0	i
CC1(C)Cc2c(C#N)c(SCCOc3ccccc3)nc(N3CCOCC3)c2CO1	5	-4%	-9%	59%*	-9%	-4%	36%	0	i
CCCSc1nc2c(cnn2-c2ccc(C)c(C)c2)c(=O)[nH]1	6	-1%	-1%	15%	13%	1%	13%	3	i
CN(c1ccc(C(=O)Nc2ccccc2C(=O)N2CCCC2)cc1)S(C)(=O)=O	7	-6%	0%	-8%	9%	-5%	-16%	0	i
COc1ccccc1C(=O)NCC(=O)Nc1ccccc1	0	-5%	4%	9%	10%	15%	2%	12	i	PMK inhibit pilot replicates=4.5;Spn MK inh pilot replicates=0.0;DPM-DC inhibit pilot screen %=0.0
CCOC(=O)N1CCN(CC(O)COc2ccccc2C(C)C)CC1 (stereo not given)	5	-3%	-6%	-6%	1%	4%	-4%	2	i
Cc1ccc(C)c(N2CCN(C(=O)C3CCN(c4nc(C)cc(C)n4)CC3)CC2)c1	9	-2%	-3%	11%	7%	11%	11%	0	i
CCN(CCNC(=O)CC1Oc2ccccc2NC1=O)c1ccccc1 (stereo not given)	0	-11%	-3%	-15%	0%	2%	-8%	0	i
Cc1cc(C)n(-c2nc3c(c(=O)[nH]c(=O)n3C)n2Cc2ccccc2)n1	11	-5%	1%	1%	13%	14%	4%	12	i
O=C(CC(=O)c1ccccc1)Nc1ccc2c(c1)OCCO2	15	-5%	0%	0%	8%	-4%	4%	0	i
COC(=O)CSc1nnc(-c2ccco2)n1Cc1ccco1	8	4%	-17%	-4%	5%	6%	-7%	10	i
CC1Cc2ccccc2N1C(=O)CSc1nnc(-c2ccc(S(=O)(=O)N3CCCCC3)cc2)o1 (stereo not given)	6	4%	5%	-5%	8%	·	-8%	10	i
COc1ccc(C2c3c(oc4ccccc4c3=O)C(=O)N2c2ccc(C)cn2)cc1OC (stereo not given)	14	-2%	-4%	11%	17%	6%	15%	7	i	PMK inhibit pilot replicates=0.0;Spn MK inh pilot replicates=0.0;DPM-DC inhibit pilot screen %=0.0
COC(=O)CN1CCN(C(c2ccccc2)c2ccccc2)CC1	0	-1%	1%	8%	1%	2%	9%	7	i
Cc1cccc(N(CC(=O)NC2CCCC2)C(=O)CS(=O)CC(=O)Nc2ccc3c(c2)OCO3)c1 (stereo not given)	12	-2%	-1%	0%	5%	99%	-3%	7	i
O=C(O)c1nn(-c2ccc(Cl)cc2)ccc1=O	0	-5%	-7%	-3%	3%	2%	-3%	13	i
CC(=O)c1cccc(NC(=O)CN(c2ccccc2)S(C)(=O)=O)c1	12	-3%	-2%	-1%	9%	5%	-4%	1	i
CCOC(=O)C1CCCCN1C(=O)CCc1c(C)nc2cc(-c3ccccc3)nn2c1C (stereo not given)	13	2%	·	-10%	11%	12%	0%	7	i
Cc1nc2ccccn2c1/C(O)=C1\C(=O)C(=O)N(CCCN(C)C)C1c1ccc(Cl)cc1 (stereo not given)	2	4%	1%	-28%	-2%	·	-23%	1	i
O=C(C(Cc1ccccc1)N1C(=O)C2C3C=CC(C3)C2C1=O)N1CCCCC1 (stereo not given)	4	0%	3%	3%	18%	6%	-24%	5	i

Reprinted at random: two records from the list
SMILES	PMK inhibit	Bfl-1 inhibitors	HT1080 cytotoxicity	HPDE-C7 cytotoxicity	TNAP inhibition	LYP phosphatase	KRASV12 cytotoxicity	Spn MK inh	DPM-DC inhibit	others
COC(=O)CN1CCN(C(c2ccccc2)c2ccccc2)CC1	0	-1%	1%	8%	1%	2%	9%	7	i
CCOC(=O)C1CCCCN1C(=O)CCc1c(C)nc2cc(-c3ccccc3)nn2c1C (stereo not given)	13	2%	·	-10%	11%	12%	0%	7	i

(listing goes on)
SMILES	PMK inhibit	Bfl-1 inhibitors	HT1080 cytotoxicity	HPDE-C7 cytotoxicity	TNAP inhibition	LYP phosphatase	KRASV12 cytotoxicity	Spn MK inh	DPM-DC inhibit	others
Cc1cc(C)nc(/N=C2/NC(=O)CS2)n1	0	-4%	-6%	-13%	3%	0%	-20%	10	i
CC(C)CCn1c(CN2CCN(Cc3ccccc3)CC2)nc2c1c(=O)[nH]c(=O)n2C	5	-6%	5%	-7%	14%	2%	-15%	9	i
c1ccc(Nc2nn[nH]n2)cc1	0	-2%	4%	-12%	4%	-7%	5%	12	i
COc1ccc(CCNC(=O)Cn2cnc3c(nnn3Cc3ccccc3F)c2=O)cc1OC	3	·	-2%	·	·	-7%	·	6	i
CCOc1ccc(NC(=O)C2CC(=O)N(c3cc(C)cc(C)c3)C2)cc1 (stereo not given)	5	-6%	-4%	2%	4%	20%	3%	13	i
COc1cccc(NC(=O)CN(c2ccc(C)cc2)S(=O)(=O)c2c(C)nn(C)c2C)c1	15	-7%	2%	-1%	1%	7%	7%	4	i
O=C(O)C1CCCN1S(=O)(=O)c1ccc2c(c1)CCC2 (stereo not given)	19	6%	-2%	0%	13%	·	9%	6	i
COc1ccc(-c2nnc3n2N=C(c2ccccc2)CS3)cc1OC	15	-4%	-11%	-3%	19%	·	-3%	14	i
Nc1ccc(S(=O)(=O)N2CCCC2)cc1	5	1%	3%	5%	9%	7%	9%	12	i
O=C(O)CSCc1cnn(-c2ccccc2)c1-n1cccc1	2	9%	1%	-12%	11%	-6%	-11%	0	i
O=C(c1ccc2c(c1)[nH]c(=S)n1c3ccccc3nc21)N1CCN(c2ncccn2)CC1	12	13%	11%	10%	1%	8%	-4%	6	i	PMK inhibit pilot replicates=4.0;Spn MK inh pilot replicates=0.0;DPM-DC inhibit pilot screen %=0.0
CCOC(=O)C(NC(=O)Nc1ncccn1)(Oc1ccccc1)C(F)(F)F (stereo not given)	10	16%	3%	-37%	10%	-4%	-16%	9	i
CCN(CC)CCN1C(=O)C(=O)/C(=C(/O)c2ccc(Cl)cc2)C1c1ccncc1 (stereo not given)	6	5%	4%	-4%	12%	3%	-16%	7	i
O=C(CNC(=O)c1cccs1)NCCN1CCN(Cc2ccccc2)CC1	20	7%	5%	0%	9%	12%	-2%	3	i
Cc1ccn2cc(C(=O)NC3CCN(Cc4ccccc4)CC3)nc2c1	10	6%	-6%	-7%	-8%	·	-13%	1	i
O=C1C=C(NCc2ccco2)CC(c2ccc(Cl)cc2)C1 (stereo not given)	0	-1%	-6%	29%	7%	7%	19%	7	i
Cc1cc(Nc2ncc(Cl)cc2Cl)n(-c2ccccn2)n1	5	-4%	0%	-26%	4%	14%	-18%	7	i
Cc1cc(OC(=O)N2CCCCC2)cc(C)c1Cl	1	-3%	-8%	-8%	4%	7%	-8%	9	i
Cc1ccc(-c2ccccc2NC(=O)C2C3C=CC(C3)C2C(=O)O)o1 (stereo not given)	4	4%	4%	2%	9%	3%	5%	1	i
O=P(O)(O)C(O)C(F)(F)C(F)(F)C(F)(F)C(F)F (stereo not given)	14	4%	-8%	-33%	5%	17%	-17%	11	i	PMK inhibit pilot replicates=0.0;Spn MK inh pilot replicates=0.0;DPM-DC inhibit pilot screen %=0.0
COc1ccc(S(=O)(=O)NC(C)C(=O)Nc2cccc(C(C)=O)c2)cc1 (stereo not given)	0	4%	9%	4%	3%	7%	2%	3	i	PMK inhibit pilot replicates=0.0;Spn MK inh pilot replicates=0.0;DPM-DC inhibit pilot screen %=0.0
COc1ccc(C(=O)C(CN2CCCC2)c2ccccc2)cc1 (stereo not given)	6	4%	38%	4.5µM*	9%	5%	6.5µM*	6	i
COC(=O)c1ccnc(/C=N/O)c1	11	-6%	11%	9%	6%	14%	0%	0	i	PMK inhibit pilot replicates=3.5;Spn MK inh pilot replicates=0.0;DPM-DC inhibit pilot screen %=2.5
Cc1ccc(-c2c3c(=O)n(C)c(=O)n(C)c3c3nnc4ccccc4n23)cc1	7	-20%	2%	-3%	1%	9%	-2%	4	i
COc1cc(OC)c(NC(=O)c2c(-c3ccccc3)noc2C)cc1Cl	3	0%	-3%	-12%	18%	1%	-17%	11	i
Cc1ccc(C)c(OCCCC(=O)Nc2ccc(N3CCOCC3)cc2)c1	0	-3%	-2%	24%	9%	-5%	27%	20	i
COc1ccccc1-c1nc(-c2ccc(C)nc2OC)no1	2	-9%	-7%	·	7%	5%	·	14	i
CCCc1cc(=O)oc2cc(C)cc(OC(=O)c3ccco3)c12	13	-2%	5%	12%	4%	-4%	12%	7	i	PMK inhibit pilot replicates=0.0;Spn MK inh pilot replicates=0.0;DPM-DC inhibit pilot screen %=0.0
O=C(CSc1nc2ccccc2c(=O)n1CCC(=O)N1CCCCC1)NCc1ccccc1	18	2%	1%	-24%	5%	9%	5%	3	i	PMK inhibit pilot replicates=0.0;Spn MK inh pilot replicates=1.0;DPM-DC inhibit pilot screen %=0.0
O=c1[nH]c(CSc2nnc(NCCCN3CCOCC3)s2)nc2cc(Cl)ccc12	22	3%	12%	0%	6%	-6%	3%	0	i
S=C1SCN(CCN2CCOCC2)CN1Cc1ccccc1	11	-12%	-2%	61%*	10%	·	28%	0	i
Cc1onc(-c2ccccc2Cl)c1C(=O)NCc1ccccn1	0	3%	1%	-11%	-8%	·	-7%	7	i
CCOC(=O)/C(C#N)=C1/C=CN(c2ccccc2)C=N1	0	-7%	2%	1%	10%	24%	2%	5	i
C[C@H](NC(=O)Nc1ccccc1F)C(=O)O	3	-7%	-6%	-4%	1%	-7%	-7%	7	i	PMK inhibit pilot replicates=3.0;Spn MK inh pilot replicates=5.5;DPM-DC inhibit pilot screen %=3.0
N#CC1=C(N)Oc2c(oc(CO)cc2=O)C12C(=O)Nc1ccc(Cl)cc12 (stereo not given)	9	-1%	-1%	-8%	5%	-3%	-13%	6	i
CCCc1c(CC)c(=N)c2ccccc2n1C	3	-2%	39%	3%	11%	0%	-6%	8	·
CCCCCn1c(SC(C)C(C)=O)nc2c1c(=O)[nH]c(=O)n2C (stereo not given)	6	-5%	3%	-10%	11%	5%	-1%	1	i
COc1cccc(Cn2c(N)c(C#N)c3nc4ccccc4nc32)c1OC	8	-14%	5%	4%	11%	17%	26%	4	·
